GLP1R inv ag = qHTS of GLP-1 Receptor Inverse Agonists (Inhibition Mode); Glucagon-like peptide 1 receptor (Homo sapiens), P43220; HEK293 GLP-1R CRE-luciferase, luminescence, 24 h; GLP-1R form is constitutively active; Potency, µM (series often up to 38.3 µM), inactives show at the top dose activity change, negative = inhibition, actives largely listed as inhibitors; 1.6% of 410,000 active; AID 624417, 2012; also: potency is read from the fitted curve at half-maximal effect; % is scaled to controls: 0 for no effect and ±100 for the full control effect; nearly all actives have a fitted effect of over 55% in size
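HEK293 cells stably co-expressing constitutively active GLP-1R and a cAMP-responsive luciferase reporter were seeded in DMEM with 10% Nu serum, given compounds after 12 h, and incubated 24 h at 37 deg C. Luminescence was then read.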
GLP1R ag = qHTS of GLP-1 Receptor Agonists; Glucagon-like peptide 1 receptor (Homo sapiens), P43220; HEK293 GLP-1R CRE-luciferase, luminescence, 4-6 h; cells express a hypersensitive GLP-1R form; Potency, µM (doses to about 45.6 µM), without a hit: at the highest dose activation, usual class: activators; 0.007% of 380,000 active; AID 624172, 2012; also: potency is read from the fitted curve at half-maximal effect; % of control where 0% means no effect
IL2 activator = qHTS of IL-2 Activators; activation, % (series mostly up to about 46 µM); IL-2 activation reporter assay, cell-based qHTS; stimulated with anti-CD3/CD4/CD28 beads; in transgenic mouse T cells; 0.065% of 360,000 active; in the data active = activation above about 50%; inconclusive = mostly about 30% to 49%; also: 0% is about no effect
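Unstimulated transgenic mouse T cells, 750 per well, received compound and, after 60 minutes, anti-CD3/anti-CD4 bead plus anti-CD28 stimulation. EGFP and DsRed were quantified after 18 hours.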
PLK1 PBD inh = qHTS for Inhibitors of PLK1-PDB (polo-like kinase 1 - polo-box domain): Primary Screen; Serine/threonine-protein kinase PLK1 (Homo sapiens), P53350; Plk1 PBD binding of FITC phosphopeptide, fluorescence polarization; Potency, µM, for inactives: max response, negative = inhibition, usual class: inhibitors; 2.8% of 360,000 active; AID 720504, 2013; also: potency is read from the fitted curve at half-maximal effect; series mostly up to about 57 µM; % is scaled to controls: 0 for no effect and ±100 for the full control effect; nearly all actives have a fitted effect of over 65% in size
Target sequence (P53350 whole entry, looked up, the tested form may be a part): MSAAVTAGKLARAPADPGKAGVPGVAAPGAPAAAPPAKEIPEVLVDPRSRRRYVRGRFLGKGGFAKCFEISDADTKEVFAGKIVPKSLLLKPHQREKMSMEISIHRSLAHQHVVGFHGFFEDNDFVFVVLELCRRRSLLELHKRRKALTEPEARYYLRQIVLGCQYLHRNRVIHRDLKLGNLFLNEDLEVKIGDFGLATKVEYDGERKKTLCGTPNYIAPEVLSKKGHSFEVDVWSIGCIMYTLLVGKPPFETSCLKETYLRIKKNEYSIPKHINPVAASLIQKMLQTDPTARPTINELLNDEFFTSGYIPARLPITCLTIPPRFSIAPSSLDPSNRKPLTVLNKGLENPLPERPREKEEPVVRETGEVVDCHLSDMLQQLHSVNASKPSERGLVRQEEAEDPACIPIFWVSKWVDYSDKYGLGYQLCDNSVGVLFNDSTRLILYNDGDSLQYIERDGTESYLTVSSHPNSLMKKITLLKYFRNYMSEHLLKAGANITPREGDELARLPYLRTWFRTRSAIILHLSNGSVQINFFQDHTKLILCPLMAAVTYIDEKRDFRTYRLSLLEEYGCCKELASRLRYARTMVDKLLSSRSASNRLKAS
GLP1R cytotox = qHTS of GLP-1 Receptor Inverse Agonists: Cytotox Screen; HEK293 cAMP-luciferase reporter cells, luminescence, 24 h; Potency, µM (series often up to 38.3 µM), inactives show at the highest dose activity change, negative = inhibition, usual class: inhibitors; 0.13% of 410,000 active;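 also: loss of luciferase light is scored as toxicity; potency is read from the fitted curve at half-maximal effect; % is scaled to controls: 0 for no effect and ±100 for the full control effect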
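Compound-treated cells are incubated 24 hr at 37 deg C under 5% CO2 after a 12 hour attachment period, then luciferase detection reagent is added and luminescence is measured following 12 min at room temperature; lowered signal indicates toxicity.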
D3 ag = qHTS of D3 Dopamine Receptor Agonist: qHTS. D3R DiscoveRx beta-arrestin cells, luminescence, 90 min. max activation, %. 0.58% of 410,000 active; in the data active = max activation above about 30%; also: 0% is about no effect; mostly tested at two doses, the higher about 12 µM
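Cells at 1500/well, incubated overnight, then treated with pinned compounds (dopamine as control) for 90 min at 37 degrees C. DiscoveRx reagent added for 30 - 60 minutes at room temperature; luminescence read.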
D3 antag = qHTS of D3 Dopamine Receptor Antagonist: qHTS | D(3) dopamine receptor (Homo sapiens), P35462 | max response, negative = inhibition, % | D3R cells, DiscoveRx beta-arrestin luminescence, antagonist mode; active compounds read low | 2.5% of 360,000 active; in the data active = max response below about -50%; inconclusive = no clear call, values can overlap the other calls; also: % is scaled to controls: 0 for no effect and ±100 for the full control effect; mostly tested at two doses, the higher about 12 µM
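Cells expressing the human receptor were seeded at 1500 cells/well, incubated overnight at 37 degrees C in 5% CO2, then exposed to library compounds with dopamine controls for 90 minutes at 37 degrees C before luminescent detection.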
WRN helicase inh = qHTS for Inhibitors of WRN Helicase; WRN helicase unwinding, fluorescent forked duplex, kinetic; Potency, µM (doses to about 114 µM), for inactives: at the top dose activity change, negative = inhibition, most hits filed as inhibitors; AID 651768, 2012; 0.46% of 360,000 active; also: potency is read from the fitted curve at half-maximal effect; % is scaled to controls: 0 for no effect and ±100 for the full control effect; nearly all actives have a fitted effect of over 55% in size
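WRN at 20 nM final was preincubated with compound for 15 min at room temperature; reaction started with 100 nM forked duplex oligonucleotide carrying fluorophore and quencher plus 2 mM ATP (final). Unwinding followed kinetically by red fluorescence (ex 525/em 598 nm).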
PI5P4Ka inh = qHTS for Inhibitors of phosphatidylinositol 5-phosphate 4-kinase (PI5P4K) | Phosphatidylinositol 5-phosphate 4-kinase type-2 alpha (Homo sapiens), P48426 | PI5P4Kalpha enzyme, ADP-Glo luminescence, 60 min; active compounds read low | max response, % | 1.2% of 330,000 active; active = max response of -50% or lower; inconclusive = between -30% and -50%; inactive = -30% or higher; also: value at the top dose of about 77 µM; % is scaled to controls: 0 for no effect and ±100 for the full control effect
Target sequence (P48426 whole entry, looked up): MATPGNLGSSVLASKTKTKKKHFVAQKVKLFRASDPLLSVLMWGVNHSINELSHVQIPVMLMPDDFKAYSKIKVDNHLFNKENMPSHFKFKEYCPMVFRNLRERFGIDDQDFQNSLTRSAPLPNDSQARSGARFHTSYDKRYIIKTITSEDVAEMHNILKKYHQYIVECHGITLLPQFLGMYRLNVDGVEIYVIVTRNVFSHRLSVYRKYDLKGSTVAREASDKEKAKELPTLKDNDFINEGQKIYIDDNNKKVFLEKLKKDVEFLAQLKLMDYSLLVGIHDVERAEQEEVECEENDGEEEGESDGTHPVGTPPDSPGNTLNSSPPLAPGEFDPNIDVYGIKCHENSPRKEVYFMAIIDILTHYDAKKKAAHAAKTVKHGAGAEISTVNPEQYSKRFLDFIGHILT
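PI5P4Kalpha ADP-Glo assay; 5 microM ATP final; 60 min RT reaction; HEPES pH 7.4/EGTA/CHAPS, 5% DMSO; controls lacking substrate or enzyme; luminescent end-point.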
* marks the source's active call; other numbers are inactive results; ? = inconclusive; . = no result given; & = joins results of further samples; [ ] = another dose, or the depositor's remark. Unless noted, calls follow the shape of the dose curve; as a rule, active = well fitted curve in the direction sought with a large enough effect; inconclusive = small, poorly fitted or top-dose-only effect, or another doubt; inactive = no such curve, though single readings can be large; an effect the other way counts as inactive or inconclusive.

canonical_smiles	GLP1R inv ag	GLP1R ag	IL2 activator	PLK1 PBD inh	GLP1R cytotox	D3 ag	D3 antag	WRN helicase inh	PI5P4Ka inh
O=c1[nH]c(SCc2ccccc2Cl)nc2[nH]ncc12	19%	19%	-1.8	-5%	12%	3	12	-22%[57.1 µM]	-6
Cc1ccc2c(CC(=O)N(CC3CCCO3)c3c(N)n(Cc4ccccc4)c(=O)[nH]c3=O)coc2c1 (centres undefined)	-3%	0%	-3.0	-5%	-15%	4	18	-3%	5
CCOc1ccc(N=C2C(=O)Nc3ccc(C)c(Br)c32)cc1	7%	27%	1.6	2%	-15%	-7	?	-4%[57.1 µM]	7
N=c1c(S(=O)(=O)c2ccc(Cl)cc2)cc2c(=O)n3ccccc3nc2n1Cc1ccco1	106%[activator]	-4%	?	?	.	-19	-23	10%	-13
CCN(CC)CCNC(=O)Cn1nc(Cc2ccccc2)c2ccccc2c1=O	?	-3%	0.0	?	-15%	4	5	-5%	10
CC(=O)c1ccc(NC(=O)[C@@]2(CC(=O)O)CC(/C=C/c3ccccc3)=NO2)cc1	10%	-4%	-1.6	-2%	3%	-2	-11	-4%	1
Cc1ccc(-c2noc(CSc3nnc(-c4ccncc4)n3-c3ccc(F)cc3)n2)cc1	?	-1%	0.9	0%	-14%	20	2	-4%	.
CSCCC(NC(=O)c1ccco1)C(=O)N1CC(C)OC(C)C1 (centres undefined)	5%	-3%	0.2	-4%	3%	0	3	5%	0
CCn1c(SCC(=O)OC)nnc1C1CCCCC1	0%	-6%	-1.9	-7%	3%	-2	-8	6%	0
COc1ccccc1CCNC(=O)C(=O)NCC1CCCN1S(=O)(=O)c1ccccc1 (centres undefined)	?	3%	-1.0	0%	-19%	-5	9	1%	-8
N#Cc1c(N)nc2c(c1-c1ccc(F)cc1)c(=O)nc1sccn12	42%[activator]	6%	3.6	-5%	-5%	8	6	-15%	2
O=C(COc1ccc(Cl)cc1)N1CCN(C(=O)c2cccs2)CC1	7%[0.307 µM]	5%	1.4	-12%	-1%[0.307 µM]	8	4	-10%	9
CCOCCCn1c(=NC(C)=O)c(C#N)cc2c(=O)n3cccc(C)c3nc21	20%	0%	-2.7	-18%	151%[activator]	14	3	-16%	-1
Cc1ccc(C(C(=O)NCC2CCCO2)N(C(=O)c2snc(C(N)=O)c2N)c2ccc3c(c2)OCCO3)cc1 (centres undefined)	20%	15%	-0.4	-5%	-12%	2	-4	4%	0
Cc1ccnc(NC(=O)Nc2ccc3c(c2)N(C)C(=O)CS3)c1	?	-14%	18	4%	4%[1.53 µM]	5	6	-31%[57.1 µM]	-27
c1ccc(-c2nnnn2CCOCCn2nnnc2-c2ccccc2)cc1	-26%	-1%	-0.3	-11%	-4%	5	-21	-1%	.
Cc1cccc(-n2c(O)c(/C=N/NC(=O)c3ccccc3Cl)c3ccccc3c2=O)n1	3%	-2%	1.1	4%	12%[1.53 µM]	7	-5	?	7
O=C(Cc1sc(-c2ccccc2)nc1-c1ccccc1)Nc1ccccc1	?	-3%	0.3	-4%	-25%	-6	-12	11%	6
CNc1nc(Nc2ccc(C(C)=O)cc2)nc(OC(C(F)(F)F)C(F)(F)F)n1	?	14%	-3.8	-4%	-1%	3	5	-32%	1
CC(Sc1ncc(S(=O)(=O)c2ccc(C(C)C)cc2)c(N)n1)C(=O)Nc1ccccc1 (centres undefined)	?	-4%	.	.	-13%	7	.	.	.
CCSc1nnc2c(n1)OC(CC)N(C(C)=O)c1ccccc1-2 (centres undefined)	9%	0%	.	.	5%	-6	.	.	.
Cc1ccc(-c2csc(NC(=O)c3cccc([N+](=O)[O-])c3)n2)cc1	19%	-10%	-1.2	1%	-14%	-1	-7	-1%	-3
CNC[C@H]1Oc2cc(Br)ccc2S(=O)(=O)N([C@@H](C)CO)C[C@H]1C	31%	-1%	0.2	-11%	4%	-7	0	0%	8
CC1Cc2ccccc2N1C(=O)c1cccnc1 (centres undefined)	0%	2%	-0.6	1%	7%	-12	-16	-8%	.
O=C(CN1CCOCC1)Nc1ccccc1-c1ccccc1	?	4%	-1.7	-6%	1%	0	-5	7%	5
O=C(c1ccco1)N1CCC2CC1c1c(Cl)cccc12 (centres undefined)	-29%	-5%	0.1	-11%	3%	-2	-22	-2%	1
COc1ccc(C(=O)C(C)OC(=O)COc2ccccc2)cc1 (centres undefined)	13%	3%	0.5	-2%	3%	-3	20	-5%	-1
O=C(CN1C(=O)C2C3C=CC(C4CC34)C2C1=O)Oc1ccccc1 (centres undefined)	16%	5%	-0.5	-5%	6%	10	-3	-4%	-3
COC(=O)c1nc[nH]c1[N+](=O)[O-]	-6%	0%	-0.6	-7%	-20%	-4	-2	9%	1
COc1cc(OC)cc(-c2c(C#Cc3ccsc3)c3cc(-c4ccc(SC)cc4)ccc3n2C)c1	4%	0%	-1.4	6%	0%	1	1	-7%	0
Cc1csc2c(N3CCN(C(=S)Nc4ccc(C(F)(F)F)cc4)CC3)ncnc12	?	-2%	0.6	-14%	-14%	7	-10	-8%	0
O=C(Oc1ccccc1F)C1CCN(C(=O)c2ccc(F)cc2)CC1	1%	-4%	-2.1	-6%	-10%	-15	?	16%	3
COC(=O)c1cccc(C23CC4(C2)[C@H](CN(C)[C@@H]4c2ccccc2)C3c2ccccc2)c1 (some centres undefined)	8.9µM*	2%	0.5	2%	2%	-4	-28	-1%	8
CCOC(=O)c1sc(NC(=O)CCN2C(=O)C3CCCCC3C2=O)cc1C (centres undefined)	-13%	14%	0.9	-8%	20%	0	-20	5%	7
Cc1ccc(OCC(=O)NC(C)c2ccccc2)cc1 (centres undefined)	-9%	6%	1.3	0%	7%	3	-10	-2%	8
Cc1ccc(NC(=O)CCNS(=O)(=O)c2cccc3nonc23)cc1Cl	?	14%	-0.3	-16%	-1%&1%	-13&6	-19	-8%	-8
O=S(=O)(Cc1ccccc1)Nc1cccc(Br)c1	?	6%	-0.3	-3%	-22%	0	-1	-1%[57.1 µM]	5
O=C(CSc1nc2c(cnn2-c2ccccc2)c(=O)[nH]1)N1CCOCC1	47%[activator]	-7%	-0.3	13µM*	11%	-3	-21	-2%	.
Cc1ccc(S(=O)(=O)N2CCN(C(=O)c3ccc(Cl)nc3)CC2)cc1	-1%	1%	1.8	-8%	9%	-7	-21	1%	4
CN1CCN(C(=S)NC(=O)c2ccc(Cl)cc2)CC1	?	1%	1.3	27µM*	?	-8	6	-24%	-91*

Exported as labelled records: entries from further up.
Cc1ccc(OCC(=O)NC(C)c2ccccc2)cc1 (centres undefined)
  GLP1R inv ag: -9%	GLP1R ag: 6%	IL2 activator: 1.3	PLK1 PBD inh: 0%	GLP1R cytotox: 7%	D3 ag: 3	D3 antag: -10	WRN helicase inh: -2%	PI5P4Ka inh: 8

Cc1ccc(NC(=O)CCNS(=O)(=O)c2cccc3nonc23)cc1Cl
  GLP1R inv ag: ?	GLP1R ag: 14%	IL2 activator: -0.3	PLK1 PBD inh: -16%	GLP1R cytotox: -1%&1%	D3 ag: -13&6	D3 antag: -19	WRN helicase inh: -8%	PI5P4Ka inh: -8

O=S(=O)(Cc1ccccc1)Nc1cccc(Br)c1
  GLP1R inv ag: ?	GLP1R ag: 6%	IL2 activator: -0.3	PLK1 PBD inh: -3%	GLP1R cytotox: -22%	D3 ag: 0	D3 antag: -1	WRN helicase inh: -1%[57.1 µM]	PI5P4Ka inh: 5

Next part
canonical_smiles	GLP1R inv ag	GLP1R ag	IL2 activator	PLK1 PBD inh	GLP1R cytotox	D3 ag	D3 antag	WRN helicase inh	PI5P4Ka inh
CN(C)CCN(C(=O)c1cccc(Cl)c1)c1nc2c(Cl)cccc2s1	-28%	-6%	0.5	0%	0%	-11	?	7%	3
O=C(Cn1ccn(-c2ccc(F)c(Cl)c2)c(=O)c1=O)NCCc1ccccc1	-4%	6%	0.2	-12%	7%	3	-5	1%	-23
COc1cccc(SCc2noc(C(=O)NC(C)C)c2C(=O)NC(C)C)c1	?	21%	1.1	-8%	12%	3	14	6%	1
COc1cccc(Cn2cnc3c(NS(=O)(=O)c4ccc(Cl)cc4)c(C)c(C)cc32)c1	?	-1%	-3.6	-5%	-9%	12	30	-11%	-3
CCCc1nnc(SCc2ccc(OC)cc2)n1N	1%	-1%	0.3	21µM*	0%	1	4	10%	-29
CN(C)/C=C/C(=O)c1ccc2noc(-c3ccc(F)cc3)c2c1	?	1%	-5.0	-11%	-8%	10	-17	-29%	?
CCC(C)(C)NC(=O)C(c1ccc(O)cc1)N(Cc1ccco1)C(=O)CCC(=O)Nc1ccccn1 (centres undefined)	10%	7%	0.7	-10%	2%	-15	-24	2%	5
COCCN1CCn2c(nc3cc([N+](=O)[O-])ccc32)C1	3%	4%	0.9	-14%	5%	10	2	-6%	12
CCOc1ccc(NC(=O)NCCCCc2ccccc2)cc1	-29%	0%	1.4	-8%	6%	-1	5	2%	9
O=C(CN1C(=O)C2CC=CCC2C1=O)NC1CCCc2ccccc21 (centres undefined)	10%	-9%	-3.5	-7%	0%	-7	-20	4%	4
CC(C)CN(C(=O)C1CCCCC1)C1CCS(=O)(=O)C1 (centres undefined)	15%	2%	0.5	-7%	0%	1	2	-9%	0
COc1ccc(-c2cc(=O)oc3cc(OCC(=O)NCC4CCC(C(=O)O)CC4)ccc23)cc1 (centres undefined)	23%	3%	-0.6	-8%	-16%	3	25	-14%	2
Cc1ccc(S(=O)(=O)c2nc(-c3ccccc3)oc2N2CCC(C(N)=O)CC2)cc1	23%	-7%	0.3	-3%	1%	0	7	-5%	-7
O=S(=O)(NCC(c1ccco1)N1CCN(c2ccccc2F)CC1)c1ccc2c(c1)OCCO2 (centres undefined)	?	2%	-0.8	-2%	9%	5	15	-9%	11

Screening data deposited in PubChem BioAssay by National Center for Advancing Translational Sciences (NCATS).
